High-throughput results from PubChem.
Lung fibro prol = blocks proliferation of human lung fibroblasts; LL 47 human lung fibroblast viability, ATP luminescence; hits give low values; viability, % at 10 µM; 85,000 compounds, 1.1% hits; AID 719;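 active = viability at or below 50% in the single dose screen; inactive = viability above 50%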;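 also: compound exposure lasted 72 h before the ATP readout; 100% = median luminescence of untreated cell-only wells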
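test system = LL 47 human lung fibroblasts | amount = 1,150 fibroblasts seeded per well | medium = 15% FBS in IMEM | times = overnight cell rest, 72 h compound treatment at 37 °C | measured by = CellTiter-Glo luminescence measuring cellular ATP | read-out = viability percentage against median untreated-cell control | benchmarks = cell-only wells, no compound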
H69AR growth 86K = growth inhibitors of human H69AR lung tumor cells | H69AR lung tumor viability, ATP luminescence, 72 h; hits give low values | viability, % at 10 µM | 85,000 compounds, 6% hits;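 active = viability at or below 40%; inactive = viability above 40%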;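 also: multidrug resistant small cell line overexpressing MRP-1 efflux transporter; 100% = mean luminescence of untreated control wells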
HUVEC prolif 384 = inhibitors of human endothelial cell proliferation; HUVEC proliferation, CellTiter-Glo luminescence, 72 h; hits give low values; viability, % at 10 µM (by protocol); 86,000 compounds, 1.1% hits;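 active = viability at or below 30%; inactive = viability above 30%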;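 also: 100% = median luminescence of DMSO-only cell control wells on each plate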
VCAM1 TNFa inh = reduces TNF alpha induced VCAM1 expression in HUVEC. AID 802. inhibition, % at 2 µM. HUVEC TNFa-induced VCAM-1 immunofluorescence, high-content imaging. 95,000 compounds, 0.48% hits;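 active = inhibition above the batch mean plus 3 SD, with images confirmed as a hit by eye, cut at about 37% in these data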;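 also: 0% = TNF-stimulated DMSO wells and 100% = unstimulated control wells; not every result past the cut was called active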
HUVEC tox TNFa = toxic to HUVEC cells under TNF alpha stimulation. HUVEC TNFalpha-stimulated, Hoechst cell count, imaging. cell count reduction, % at 2 µM. 93,000 compounds, 0.17% hits;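 active = cell count reduction exceeding the screen mean by over 5 SD, scaled to untreated wells per plate, cut at about 78% in these data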;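 also: cells counted after 24 h of TNF alpha exposure following the 1 h pretreatment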
Smad3 FoxH1 inh = blocks human Smad3 binding to FoxH1 peptide. inhibition, % at 25 µM. TR-FRET Smad3/Dy647-FoxH1 peptide binding, europium anti-His. 88,000 compounds, 0.29% hits. P84022;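 active = compounds that reduce the energy-transfer binding signal between the protein and its labelled peptide by more than half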;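 also: 0% = Smad3 plus labelled peptide maximal FRET and 100% = peptide-only background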
Target sequence (P84022 whole entry, looked up): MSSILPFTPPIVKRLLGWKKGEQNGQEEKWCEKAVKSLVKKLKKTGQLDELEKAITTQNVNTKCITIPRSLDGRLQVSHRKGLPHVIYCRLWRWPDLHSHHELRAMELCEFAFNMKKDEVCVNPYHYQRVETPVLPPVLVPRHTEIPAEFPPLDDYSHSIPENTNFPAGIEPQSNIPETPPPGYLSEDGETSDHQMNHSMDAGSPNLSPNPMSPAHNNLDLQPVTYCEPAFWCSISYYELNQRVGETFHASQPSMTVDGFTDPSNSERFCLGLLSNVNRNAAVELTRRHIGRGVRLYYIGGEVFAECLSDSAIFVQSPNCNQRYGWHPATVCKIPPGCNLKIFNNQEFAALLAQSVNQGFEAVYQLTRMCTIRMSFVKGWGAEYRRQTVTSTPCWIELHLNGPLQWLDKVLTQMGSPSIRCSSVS
F-actin modifier = modifiers of cytoskeleton assembly; 91,000 compounds, 0.18% hits; inhibition, % at 2 µM; AID 836; HUVEC TNFa F-actin phalloidin imaging, high content;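 active = inhibition above the batch mean plus 3 SD and confirmed as a hit by visual image inspection, cut at about 30% in these data, passing the limit was not always enough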; also: strong numbers were not always called active
Pyk2 oligo antag = antagonists of human Pyk2 oligomerization; Q293 cells, Pyk2 FERM NanoBiT luminescence; hits give low values; Q14289; z-score (the deposit names both 25 µM and 10 µM); AID 1347419; 99,000 compounds, 0.83% hits;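 active = Z-score of -3 or lower, scaled per plate to the spread of control and sample wells; inactive = z-score above -3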;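 also: negative z-score means lost luminescence so less FERM oligomerization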
HUVEC tox IL1B = toxic to HUVEC cells under IL-1B stimulation; 94,000 compounds, 0.41% hits; cell count reduction, % at 2 µM; HUVEC cell count loss, Hoechst imaging, IL-1B stimulated;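 active = cell count reduction more than 3 SD above the screen-wide mean, cut at about 70% in these data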;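 also: normalized per plate to untreated control cells as the no-loss baseline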
Starred values were filed as active, the others as inactive; x = not tested or not shown; & = joins results of further samples; [ ] = another dose, or the depositor's remark.

Structure	HUVEC tox IL1B	VCAM1 TNFa inh	HUVEC prolif 384	H69AR growth 86K	Smad3 FoxH1 inh	HUVEC tox TNFa	F-actin modifier	Lung fibro prol	Pyk2 oligo antag
CCC(=NCCN1CCCCC1)c1c(O)n(C)c(=O)n(C)c1=O	-6.2	-22.6	100.8	95.0	-0.2	-21.0	-0.5	102.4	-0.46
CC(N=Cc1c(O)[nH]c(=O)[nH]c1=O)c1ccccc1 (centres undefined)	-17.0	5.0	87.1	84.1	-5.5	-30.0	4.4	106.2	-0.33
N#CC1=C(N)Oc2c(c(=O)oc3ccccc23)C1c1ccc(OC(=O)N2CCOCC2)cc1 (centres undefined)	x	x	88.8	88.1	11.1	x	x	96.7	x
CCOC(=O)C1C(=O)N(C)C2(C)CC1c1cc(OC)ccc1O2 (centres undefined)	-22.7	9.8	96.4	87.9	18.6[fluorescence artefact?]	-16.7	-4.5	90.4	0.26
CCCCCCn1c(O)c(C=NCCN2CCCCC2)c(=O)[nH]c1=O	-17.7	-3.7	102.8	87.7	-8.2	-10.2	0.0	96.8	0.43
OC(Cn1c2ccccc2c2ccccc21)C[n+]1ccccc1 (centres undefined)	0.0	1.4	x	x	x	-0.9	-3.3	x	0.84
O=C(C1CCCO1)N1CCC2(CC1)OCCO2 (centres undefined)	7.8	4.7	102.8	97.7	7.7	-1.3	-4.7	98.5	0.64
CN1CC=C2C(C#N)=C(N)C(C#N)(C#N)C(c3ccncc3)C2C1 (centres undefined)	19.2	-5.3	107.6	72.8	-7.5	-18.8	8.3	93.6	0.19
Cc1nn(Cc2ccccc2Cl)c(Cl)c1C(=O)OCC(=O)NCc1ccco1	0.4	14.2	99.7	75.9	-4.3	-15.5	18.8	87.0	-0.49
COCCOC(=O)c1c(N)n(Cc2ccco2)c2nc3ccccc3nc12	-16.3	x	93.0	49.8	3.9	x	x	100.0	-0.49
Cn1cc(C(=O)c2ccccc2)c2ccccc21	0.3	8.0	77.4	59.8	-12.3	-22.2	5.3	99.3	x
COCCOC(=O)C1=C(N)OC(C)=C(C(=O)OC)C12C(=O)Nc1ccccc12 (centres undefined)	-8.3	2.9	97.2	81.2	3.9	-19.1	-22.4	94.3	2.13
COc1cc(C)c(CN2CCN(c3ccccc3)CC2)cc1C	8.9	7.8	x	x	x	-9.6	x	x	1.05
CC(C)N(CCC(C(N)=O)(c1ccccc1)c1ccccn1)C(C)C (centres undefined)	x	x	90.0	84.1	3.8	x	x	96.4	x
CN1C(=O)/C(=C/c2ccc(N3CCCCCC3)o2)C(=O)NC1=S	-17.2	-2.5	102.8	91.3	-14.0	x	10.0	92.9	-0.13
O=c1[nH]c(=O)n(Cc2ccco2)c(O)c1C=NCc1ccco1	0.0	-0.1	104.0	81.7	-13.1	-23.1	-3.1	94.3	0.38
CCCCn1c(O)c(C(CC)=NCCN2CCCCC2)c(=O)[nH]c1=O	-10.1	-1.1	89.4	97.8	6.3	-41.3	12.8	98.7	0.26
COc1ccccc1N=C1SCCCN1C	x	x	91.9	85.4	-0.2	x	x	89.5	0.16
O=c1c2ccccc2nc(-c2ccc(Cl)cc2Cl)n1-c1ccncc1	8.8	-3.6	x	x	x	16.2	-5.7	x	-0.45
COc1ccc(Cc2nccc3cc(OC)c(OC)cc23)cc1OC	x	x	85.2	82.1	30.8	x	x	91.2	x
COc1cccc(N2C(=O)NC(=O)C3(Cc4cc(C)ccc4N(C)C3)C2=O)c1 (centres undefined)	-6.1	15.8	90.0	75.6	2.3	-14.3	-8.6	92.8	1.01
CCOC(=O)C1=C(N)OC2=C(C(=O)CCC2)C12C(=O)N(CC(N)=O)c1ccccc12 (centres undefined)	x	1.6	96.1	102.4	-4.4	-18.8	8.4	95.3	3.26
COc1ccccc1CN1CCN(C(=O)COc2ccccc2)CC1	-18.8	5.1	95.7	105.3	3.7	-2.6	1.1	95.0	-0.82
Cc1nc2ncnn2c(C)c1CCC(=O)N1CCC2(CC1)OCCO2	-5.9	-11.1	90.7	97.2	7.6	-5.0	-27.4	94.8	0.23
CN1C[C@H](CNC(=O)OCc2ccccc2)C[C@@H]2c3cccc4c3c(cn4C)C[C@H]21	x	x	3.9*	1.7*	11.1	x	x	75.5	x

Arranged by number of heavy atoms (rising): some entries from above
Structure	HUVEC tox IL1B	VCAM1 TNFa inh	HUVEC prolif 384	H69AR growth 86K	Smad3 FoxH1 inh	HUVEC tox TNFa	F-actin modifier	Lung fibro prol	Pyk2 oligo antag
Cn1cc(C(=O)c2ccccc2)c2ccccc21	0.3	8.0	77.4	59.8	-12.3	-22.2	5.3	99.3	x
OC(Cn1c2ccccc2c2ccccc21)C[n+]1ccccc1 (centres undefined)	0.0	1.4	x	x	x	-0.9	-3.3	x	0.84
Cc1nc2ncnn2c(C)c1CCC(=O)N1CCC2(CC1)OCCO2	-5.9	-11.1	90.7	97.2	7.6	-5.0	-27.4	94.8	0.23
Cc1nn(Cc2ccccc2Cl)c(Cl)c1C(=O)OCC(=O)NCc1ccco1	0.4	14.2	99.7	75.9	-4.3	-15.5	18.8	87.0	-0.49

Following part:
Structure	HUVEC tox IL1B	VCAM1 TNFa inh	HUVEC prolif 384	H69AR growth 86K	Smad3 FoxH1 inh	HUVEC tox TNFa	F-actin modifier	Lung fibro prol	Pyk2 oligo antag
Cc1ccc2c(c1)C1CN(C)CCC1N2C(=O)Cn1nnc(-c2ccccc2F)n1 (centres undefined)	-0.3	11.1	88.1	76.0	4.0	-37.6	-0.9	88.3	x
O=C1N(CN2CCOCC2)c2ccccc2C1(O)c1c[nH]c2ccccc12 (centres undefined)	-45.4	1.8	94.5	88.7	2.3	-9.6	2.6	87.1	-0.34
CCOc1ccc(-n2c(-c3ccoc3)nc3ccccc3c2=O)cc1	-3.3	0.4	112.5	92.0	5.9	8.0	1.3	98.9	-0.43
COc1ccc2[nH]c(C)c(CCN3CCC(=O)C(C)C3C)c2c1 (centres undefined)	x	x	87.7	75.5	-0.5	x	x	103.3	x
Cn1nc(-c2ccc(OCC(=O)N3CCN(Cc4ccccc4)CC3)cc2)c2ccccc2c1=O	-22.1&-17.7	16.6	97.2&91.1	83.4&87.8	-14.4&-5.5	-12.7	13.7	97.0&98.2	0.01
CC(=O)C1=C(C)OC(N)=C(C(=O)OC(C)C)C12C(=O)Nc1ccccc12 (centres undefined)	11.3	-5.5	91.8	85.9	1.1	2.1	-7.5	100.0	1.14
[N-]=[N+]=CC(=O)OC[C@H](N)C(=O)O	x	x	97.8	95.1	-8.8	x	x	101.4	x
CC(C(=O)c1c[nH]c2ccccc12)N1CCSCC1 (centres undefined)	-25.7	2.6	93.0	99.1	-2.0	-9.1	-19.2	96.5	0.13
O=C(CSC1c2ccccc2-c2ccccc21)N/N=C/c1ccccc1	-15.8	18.3	71.4	40.9	-11.5	11.8	x	92.7	-0.24
CCC(C(=O)N1CCC2(CC1)OCCO2)c1ccccc1 (centres undefined)	-22.0	-10.8	102.0	103.5	9.5[fluorescence artefact?]	-14.4	17.8	101.5	0.84
Nc1ccccc1C(=O)OC1CSC1	2.4	3.3	109.3	98.4	-2.1	-36.0	14.9	118.0	-0.15
Cc1sc2c(c1C)C(c1ccc(C(C)(C)C)cc1)=NCC(=O)N2CC(=O)Nc1nccs1	-8.2	7.5	x	x	x	0.9	-7.0	x	1.08
CCOc1ccc(N=Cc2c(O)n(C(C)(C)C)c(=O)[nH]c2=O)cc1	-16.1	-3.4	92.0	65.2	-4.5	-11.3	6.1	98.2	-2
CCCN(CC#CCO)CCC	-36.2	7.1	x	x	x	2.6	-7.9	x	-0.48
CN1CCN(C(=O)COc2ccc(C(C)(C)C)cc2Br)CC1	7.9	7.9	102.2	86.0	1.9	7.6	-24.9	92.4	-0.34
O=C(C1CCC(=O)N1Cc1ccccc1Cl)N1CCC2(CC1)OCCO2 (centres undefined)	x	9.1	93.2	64.1	4.0	-10.3	-22.3	94.7	1.93
Cc1c(/C=N/O)c2ccccc2n1C	-18.2	11.2	102.7	106.1	4.4	-9.1	-8.5	100.8	-0.16
O=c1c2ccccc2[nH]c(=S)n1-c1ccc2c(c1)OCO2	-24.8	-6.6	89.3	101.6	6.4	-0.4	4.9	92.8	-0.06
O=c1cccc2n1CC1CC2CN(Cc2cccc(Cl)c2Cl)C1 (centres undefined)	x	x	72.9	64.5	12.0[fluorescence artefact?]	x	x	79.1	-0.54
CCC(=NCc1ccc2c(c1)OCO2)c1c(O)n(C2CCCCC2)c(=O)[nH]c1=O	18.6	-2.8	63.6	50.7	-3.3	0.0	22.8	106.8	-2.98
O=C(NC(c1ccc(Cl)cc1)P(=O)(Oc1ccccc1)Oc1ccccc1)OCc1ccccc1 (centres undefined)	13.8	4.9	63.9	43.3	8.7	-15.0	10.0	77.2	-0.67
CCC(C)NC(=O)c1c(N)n(CCCOC)c2nc3ccccc3nc12 (centres undefined)	-7.7	-22.6	63.8	46.9	52.0*	-35.0	7.2	81.9	-0.66
Cc1cc(N2C(=O)C3CCCN3C2c2cccc(Cl)c2)no1 (centres undefined)	-5.3	-8.4	97.3	105.2	-0.1	4.9	-20.7	97.9	0.24
CN(C)CCN=Cc1c(O)n(-c2cccc(C(F)(F)F)c2)c(=O)[nH]c1=O	x	x	91.8	95.0	3.6	x	x	90.2	0.87
O=P(Nc1c(Cl)cccc1Cl)(c1ccccc1)c1nc2c(s1)CCCC2 (centres undefined)	-22.2	-5.5	106.6	101.6	0.3	-4.3	31.4	92.9	-0.66
CP(=O)(O)CCCN	8.6	-3.7	96.0	101.4	5.1	-15.3	-9.3	101.1	-0.24
O=C(Cc1ccccc1)Oc1ccc(N2C(=O)CCC2=O)cc1	-5.3	7.2	108.1	98.0	4.8	-1.6	3.9	109.7	0.1
CCCCn1c(O)c(C(C)=Nc2ccc(C(=O)O)cc2)c(=O)[nH]c1=O	-39.9	11.9	98.3	91.5	4.8	-44.8	-11.2	93.1	0.61
CCCCc1nc(N2CCNCC2)c(C#N)c2c1CSC(C)(C)C2	-22.6	4.8	x	x	x	-10.2	6.1	x	-0.43
CC(=O)Nc1ccccc1C(=O)OCC(=O)c1ccc2ccccc2c1	-27.4	-1.8	x	x	x	-8.5	17.2	x	-0.48
COc1ccc(CCN(C)Cc2ccc(F)cc2F)cc1OC	-8.4	4.5	92.6	92.3	13.2	-26.7	26.1	107.7	-0.22
CN(C)C(=O)Oc1ccc(-c2nnco2)cc1	x	x	104.1	96.7	7.6[fluorescence artefact?]	x	x	98.0	x
CCN1CCN(Cc2ccc(C)cc2)CC1	x	x	93.0	101.5	-3.5	x	x	98.0	0.37
Cc1ccc(Cc2c(C)nc3nc(SCC(=O)N4CCC5(CC4)OCCO5)nn3c2C)cc1	0.3	5.4	104.3	96.0	-3.7	-9.0	x	98.5	1.3
CCCc1nc2ccccc2c(=O)n1-c1ccccc1OC	-34.0	6.2	96.4	92.6	-12.2	-28.8	-6.0	102.1	0.59

Some of the compounds tested (hit frequency here may not be typical).
